High-throughput results as filed in PubChem.
CHO-K1 Ca PAM: counter-screen for M1 PAMs: effect in parental CHO-K1 cells. ATP EC20, Fluo-8 calcium fluorescence; 0% at ATP EC20, 100% at ATP max. hit rate 0.02% among 360,000. activation, % at 3 µM. AID 602247;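 active = activation above the run cutoff, the mean activation of all test compounds plus 3 SD, cut at about 40% in these data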;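 note: peak over basal fluorescence ratio in a 140 s read after ATP addition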
OXTR potentiator: human OXTR potentiation; activation, % at 3 µM; P30559; hit rate 0.061% among 320,000; CHO-OTR cells, Fluo-8 calcium fluorescence, potentiator mode; 0% = oxytocin EC15, 100% = EC100;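 active = activation above that plate's cutoff, the mean activation of tested compounds plus 3 SD, cut at about 6.6% in these data, passing the limit was not always enough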;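 note: 100% uses oxytocin at 75 nM as the full agonist control; some results filed as inactive read as strong as hits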
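Material: CHO-OTR cells, human receptor; compound dosing: single dose, 3.0 µM nominal final compound concentration; schedule: 6 min compound pre-incubation at room temperature, 100 s kinetic read; measured by: kinetic Fluo-8 calcium fluorescence; read-out basis: % activation vs EC15 and EC100 oxytocin; controls: EC15 oxytocin alone as 0%, 75 nM oxytocin as 100%; replicates: singlicate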
GPR7 antag: antagonists of human GPR7 (neuropeptides B/W receptor 1); GPR7-expressing cells, fluorescence antagonist assay; inhibition, % at 4.4 µM; hit rate 1.1% among 290,000; in the data active = inhibition above about 16%, passing the limit was not always enough;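 note: cells stimulated with the agonist NPW; 0% = agonist with vehicle and 100% = vehicle without agonist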
Target sequence (P48145 whole entry, looked up): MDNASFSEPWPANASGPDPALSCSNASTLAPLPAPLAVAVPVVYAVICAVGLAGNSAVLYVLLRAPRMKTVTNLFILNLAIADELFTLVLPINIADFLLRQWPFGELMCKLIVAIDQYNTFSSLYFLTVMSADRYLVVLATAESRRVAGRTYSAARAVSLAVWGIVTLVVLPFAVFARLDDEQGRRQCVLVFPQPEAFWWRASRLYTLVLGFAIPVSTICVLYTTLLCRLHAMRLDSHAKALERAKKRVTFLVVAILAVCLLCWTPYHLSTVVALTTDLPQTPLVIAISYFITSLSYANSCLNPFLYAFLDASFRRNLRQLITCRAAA
OXTR agonist: human OXTR agonism; P30559; CHO-OTR cells, Fluo-8 calcium fluorescence; normalized: DMSO 0%, oxytocin 100%; activation, % at 3 µM; hit rate 0.32% among 320,000; AID 2435;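 active = activation above the mean of all tested compounds plus 3 SD, cutoff set per screening run, cut at about 20% in these data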;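 note: peak over basal fluorescence ratio from a 100 s FLIPR kinetic read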
M1 ag parental: nonselective activator or artifact in parental CHO-K1 cells; Fluo-8 calcium fluorescence; scaled to maximal ATP response, vehicle zero; hit rate 0.48% among 360,000; activation, % at 3 µM; in the data active = activation above about 15%;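 note: untransfected CHO-K1 host cells lacking M1 receptor as counterscreen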
V1aR counter: activates human V1a receptor in oxytocin agonist counter-screen. P37288. hit rate 0.25% among 320,000. AID 2797. activation, % at 3 µM. CHO-V1R cells, Fluo-8 calcium fluorescence, agonist mode; 0% DMSO, 100% 3 nM vasopressin;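 active = activation above the mean activation of all tested compounds plus 3 SD, per screening run, cut at about 20% in these data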;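 note: signal is peak over basal fluorescence ratio across a 100 second FLIPR read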
TAAR1 antagonist: antagonists of human TAAR1; inhibition, % at 3 µM; Q96RJ0; AID 624466; hit rate 1.5% among 360,000; CHO RD-HGA16 TAAR1, Fluo-8 calcium fluorescence, antagonist;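 active = inhibition above a per-plate cutoff, the mean inhibition of test compounds on that plate plus 3 SD, cut at about 49% in these data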;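 note: 0% = DMSO plus EC80 beta-PEA response and 100% = DMSO alone without agonist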
Target sequence (Q96RJ0 whole entry, looked up): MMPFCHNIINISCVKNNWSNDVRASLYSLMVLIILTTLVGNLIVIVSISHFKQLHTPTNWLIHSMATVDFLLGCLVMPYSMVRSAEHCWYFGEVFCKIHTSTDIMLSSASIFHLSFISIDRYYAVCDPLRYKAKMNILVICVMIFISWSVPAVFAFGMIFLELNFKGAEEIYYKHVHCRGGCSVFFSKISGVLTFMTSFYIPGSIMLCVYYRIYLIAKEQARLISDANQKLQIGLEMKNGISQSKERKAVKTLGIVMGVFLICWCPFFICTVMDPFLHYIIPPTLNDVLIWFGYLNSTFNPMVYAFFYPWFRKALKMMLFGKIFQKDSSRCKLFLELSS
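Test system: hTAAR1-expressing CHO RD-HGA16 cells, Gα16-coupled; Probe or stimulus: EC80 β-phenethylamine stimulus; Compound dosing: single nominal final test compound concentration of 3 µM; Timing: 140 s kinetic read after compound, 140 s after agonist; Signal: Fluo-8 calcium-sensitive fluorescence; Measure: % inhibition of agonist calcium response; Controls: DMSO and EC80 PEA controls.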
CHO-K1 Ca antag: M1 antagonist counterscreen hit in parental CHO-K1 cells | inhibition, % at 3 µM | AID 602250 | hit rate 0.6% among 360,000 | ATP-induced calcium, Fluo-8 fluorescence;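 active = inhibition above a per-plate cutoff, the plate's mean sample inhibition plus 3 SD, cut at about 24% in these data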;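 note: 0% = DMSO plus EC80 ATP and 100% = DMSO alone without ATP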
CHO parental Ca: counter-screen: ATP calcium response change in parental CHO cells. hit rate 0.63% among 330,000. inhibition, % at 5.6 µM. AID 463079. parental CHO-K1, ATP-induced calcium, Fluo-8 fluorescence;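 active = inhibition above that plate's mean sample inhibition plus 3 SD, cut at about 26% in these data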;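 note: 0% = ATP-challenged DMSO wells and 100% = DMSO wells without ATP; some compounds past the cut are filed as inactive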
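Assay system: parental CHO cells; Read-out basis: percent inhibition of ATP-evoked calcium rise, normalized to controls; Benchmarks: ATP and no-ATP DMSO wells; Compound dosing: single nominal dose of 5.6 µM per compound; Signal: Fluo-8 calcium dye fluorescence; Also added: ATP as calcium-mobilizing challenge; Repeats: singlicate.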
* hit, by the source's call; . = no result given.

SMILES | CHO-K1 Ca PAM | OXTR potentiator | GPR7 antag | OXTR agonist | M1 ag parental | V1aR counter | TAAR1 antagonist | CHO-K1 Ca antag | CHO parental Ca
CCn1c2ccc(C)cc2c2nnc(SCCN3CCOCC3)nc21 | 9 | -2 | -10 | -2.3 | 0.4 | 0.5 | -17 | -9 | -4
COc1ccccc1N1CCN(C(=O)c2oc3cc(C)c(C)cc3c2C)CC1 | 15 | . | -1 | . | 0.5 | . | -12 | -14 | .
Cc1cc2cc(C)c3nnc(SCc4ccccn4)n3c2cc1C | 10 | -6 | -13 | -0.6 | 0.5 | -1.3 | -13 | -11 | -17
COC(=O)c1nc(N)sc1-c1ccc(Cl)c(Cl)c1 | 21 | -3 | -6 | -0.4 | 0.7 | 0.5 | -27 | -13 | 10
C#CCN(CC=C)C(=O)c1ccc2nc(C3CCCCC3)oc2c1 | 24 | -13 | -14 | -0.7 | 0.7 | 0.5 | -20 | -8 | -2
Fc1ccc(-c2csc(-c3ccccn3)n2)cc1F | 8 | -10 | 0 | -2.1 | 0.0 | -0.4 | 21 | -13 | -23
CC(=O)c1cccc(CN2CCC(n3nccc3NC(=O)CCOc3ccccc3)CC2)c1 | -2 | -10 | -13 | -0.4 | 0.6 | 0.4 | -17 | 2 | -22
O=C(N1CCOCC1)N1CCN(c2ccccc2)CC1 | 12 | -6 | -10 | 0.6 | -0.3 | 0.1 | 5 | -11 | -4
COc1ccc(C(CNC(=O)Cc2ccccc2F)N2CCCCC2)cc1 (stereo unspecified) | 8 | -27 | 12 | -0.7 | -0.7 | 0.2 | 7 | -9 | -14
O=S(=O)(Nc1ccccc1N1CCCCC1)c1ccc(Cl)s1 | 6 | -1 | 1 | -1.2 | -0.2 | -1.9 | 8 | -4 | -6
O=C(CCNC(=O)c1ccccc1Cl)NCCCSc1ccccc1 | 23 | 1 | . | -0.8 | 1.5 | -0.8 | -16 | -24 | -10
COCCn1c(SCC(=O)Nc2cccc(NC(C)=O)c2)nc2c([nH]c3ccccc32)c1=O | -15 | -2 | -19 | 0.2 | 0.6 | 0.5 | 0 | 3 | -14
CCc1c(C(=O)NCc2ccc3c(c2)OCO3)[nH]c(C)c1C(C)=O | 17 | 0 | -7 | 2.1 | 1.8 | 0.5 | 0 | -8 | -3
COc1ccc(OC)c(NC(=O)CN(c2ccc(C)cc2)S(=O)(=O)c2c(C)noc2C)c1 | 19 | -18 | -2 | -2.1 | 0.5 | -1.0 | 18 | -13 | -12
COc1ccc(C2c3ccc4ccccc4c3Oc3ncn(CCN4CCOCC4)c(=N)c32)cc1OC (stereo unspecified) | 23 | -3 | -3 | 4.3 | 1.5 | 1.6 | -22 | -15 | -25
Cc1ccc(NC(=O)C2(C)CCN2C(=O)c2ccccc2CCc2ccccc2)cc1C (stereo unspecified) | 32 | . | . | . | 2.6 | . | -17 | -16 | .
CCC(=O)N1CCc2cc(S(=O)(=O)NC(Cc3ccccc3)C(=O)NC3CCCCC3C)ccc21 (stereo unspecified) | 6 | 1 | -6 | -2.2 | -0.5 | -1.0 | -1 | -15 | -26
N#CC1(NC(=O)COC(=O)CN2C(=O)c3ccccc3C2=O)CCCCC1 | -7 | -1 | . | 0.6 | 0.6 | -0.7 | -20 | -8 | 4
O=C(COc1ccc2ccccc2c1Br)Nn1cnnc1 | 9 | 1 | -1 | 0.9 | 0.5 | 1.5 | -2 | -9 | -3
COc1ccc(C2=Nn3c(nnc3-c3ccccc3Cl)SC2)cc1OC1CCOC1 (stereo unspecified) | 2 | 2 | . | -0.2 | -0.2 | -0.5 | 23 | -14 | -29
c1ccc(CC2CCN(c3nc4ccccc4n4cnnc34)CC2)cc1 | 19 | -19 | -1 | -1.4 | 0.5 | 0.1 | -5 | -6 | -18
CC(C)CNC(=O)C1CCCN(C(=O)NCc2ccccc2)C1 (stereo unspecified) | -14 | -1 | 1 | 0.1 | -0.2 | -0.5 | -24 | -5 | -11
COc1ccc(NC(=O)c2ccccc2Oc2ccccc2)c(OC)c1 | 36 | -10 | -9 | 9.4 | 0.2 | 8.2 | 6 | -19 | -52
C=CCC[C@H](Cc1ccc(F)cc1)C(=O)O[C@H](CNC(=O)[C@@H](CC=C)CC(=O)N(CCO)Cc1ccccc1)c1ccccc1 | 25 | -12 | . | 3.3 | 1.2 | 4.4 | 56* | -8 | -7
C/C(=N\Nc1ccc(C#N)cc1[N+](=O)[O-])c1ccc(C)o1 | 4 | -4 | -7 | -1.2 | 1.2 | -2.1 | -43 | 0 | -12
COc1ccc(-c2nn(-c3ccccc3)cc2C(=O)NC2CCCCC2C)cc1 (stereo unspecified) | -15 | -10 | . | -2.4 | 2.0 | -1.2 | 7 | 9 | -4
O=C(COC(=O)c1cc([N+](=O)[O-])ccc1N1CCOCC1)Nc1ccc(Cl)cc1 | -16 | -3 | 0 | -0.6 | 1.4 | 2.2 | 14 | 4 | -1
O=C(CCC1CCCC1)Nc1ccccc1-c1ccccc1 | -5 | 7 | -7 | -2.9 | -0.8 | 0.5 | -20 | 2 | -32
Cc1cccnc1NC(=O)CNC(=O)c1ccccc1 | 11 | -3 | . | 1.1 | 0.9 | 0.6 | -1 | -19 | -1
COCCCN(CC(=O)Nc1ccc(F)cc1)S(=O)(=O)c1cccs1 | -19 | -4 | . | 0.1 | 1.4 | 0.8 | -21 | 5 | 1
CCOC(=O)c1nnn(CC(=O)Nc2cccc(F)c2)c1C(=O)OCC | 11 | -10 | 2 | 0.5 | 1.4 | 0.7 | 6 | -11 | 0
O=c1oc2c(CN3CCCCC3)c(O)ccc2c2c1CCCC2 | 8 | 0 | -3 | -0.3 | -0.1 | -0.9 | -39 | -18 | -28
CCOc1ccc(OC(=O)NC(c2ccccc2)C(Cl)(Cl)Cl)cc1 (stereo unspecified) | 7 | -8 | 1 | -1.5 | -0.3 | 16 | -1 | -1 | -5
CC1CCc2c(nc3ncnn3c2N2CC(C)OC(C)C2)C1 (stereo unspecified) | 5 | -3 | -12 | -0.2 | 0.2 | -1.2 | -4 | -5 | 2
COc1ccccc1/C=N/NC(=O)C(=O)N1CCN(c2ccccc2OC)CC1 | 24 | -7 | -15 | -0.8 | 2.5 | 2.3 | -9 | -12 | -22
O=C(NCc1ccccn1)C1CCCCC1 | -8 | -5 | -4 | -0.1 | -0.2 | 0.9 | 6 | -7 | -10
Cn1c(Cn2nnc3ccccc32)nnc1SCC(=O)N1c2ccccc2CCc2ccccc21 | 24 | -3 | -15 | -1.2 | -0.1 | -0.3 | 9 | -9 | -22
CN(C(=O)COc1ccccc1)c1nc(-c2ccc(F)cc2)cs1 | 9 | -2 | -11 | 0.1 | 0.4 | 1.1 | -3 | 4 | -10
Cn1c(=O)c(C(=O)CCl)c(N)n(Cc2ccccc2)c1=O | 19 | -5 | -12 | 0.8 | 2.0 | 3.9 | 4 | -17 | -1
CCOC(=O)C1CCN(C(=S)NC(=O)c2cccs2)CC1 | -15 | -7 | -11 | -0.4 | 0.2 | 0.2 | -9 | 6 | -19
O=C(COC(=O)/C=C/c1ccccc1F)Nc1nnc(-c2ccccc2)o1 | 10 | -6 | . | -0.9 | -0.1 | -0.2 | -20 | 20 | -5
O=C(CN1CCCCCC1)Nc1ccccc1Oc1ccccc1 | 16 | 3 | -19 | -2.5 | -0.1 | -1.7 | -32 | -18 | -22
Nc1nonc1-n1nnc(C(=O)N/N=C/C2CC=CCC2)c1CSc1ccccc1 (stereo unspecified) | -10 | -17 | -10 | -1.2 | 0.7 | -0.7 | -14 | -2 | -3
CC(CCC(=O)O)C1CCC2C3CCC4CC(O)CCC4(C)C3CC(O)C12C (stereo unspecified) | 16 | . | . | . | 0.6 | . | 14 | -15 | .
CCOC(=O)C1CCN(C(=O)Nc2ccc(Cl)cc2)CC1 | 0 | -2 | 9 | 1.8 | 0.6 | 1.5 | 16 | -6 | -3
O=C(c1ccc(Br)s1)N1CCN(c2ncccn2)CC1 | 21 | -3 | -9 | -0.9 | 2.5 | -0.5 | 6 | -10 | -15
COc1ccc(C2c3sc(=O)[nH]c3SCC2C(N)=O)cc1 (stereo unspecified) | 10 | 1 | -4 | 0.0 | 0.7 | 0.5 | -24 | -10 | 14
Cc1noc(C)c1S(=O)(=O)Nc1ccccc1Oc1ccccc1 | 19 | 0 | -2 | -2.3 | 6.4 | -1.8 | -11 | -6 | -24
C=CCNC(=O)c1ccccc1CCc1ccccc1 | 9 | -9 | 3 | -0.9 | 0.9 | -1.3 | 0 | -12 | 8
